EphA4 KYL inhibition – inhibitors of EphA4 binding to KYL peptide, primary screen, biochemical, colorimetric, mouse EphA4 (AID 689) | EphA4-AP binding to KYL peptide, pNPP A405; higher % means a stronger effect | one-dose inhibition, % at 10 µM; IC50 in µM for titrated hits | 0.1% of 62,000 active; in the data active means a potency from the dose series; inactive means the rest, 99 in 100 with inhibition below about 22%
* hit, by the source's call. This is a subset; rates above refer to the full screens.

No.	molecule	EphA4 KYL inhibition
1	O=C1OC(c2ccc(F)cc2)=N/C1=C\c1ccccc1[N+](=O)[O-]	11%
2	C/C(=N\N=C1\NC(=O)C(CC(=O)Nc2cccc(C)c2C)S1)c1ccccc1 (stereo unspecified)	1%
3	COc1ccc(C2=C(C)CC(C)(C)NC2=O)cc1OC	-8%
4	Cc1ccccc1N(CC(=O)NCCSC1CCCCC1)S(=O)(=O)c1ccccc1	-10%
5	CCC1=NN2C(=N)/C(=C/c3ccc(-c4ccc([N+](=O)[O-])cc4Cl)o3)C(=O)N=C2S1	4%
6	C=CCOC(=O)CN1C(=O)c2ccccc2C1=O	13%
7	O=C(NC1CCS(=O)(=O)C1)c1c(NC(=O)C2COc3ccccc3O2)sc2c1CCCC2 (stereo unspecified)	-9%
8	Cc1nnc(SCC(=O)c2cc(C)n(-c3c(C)n(C)n(-c4ccccc4)c3=O)c2C)s1	5%
9	COC(=O)c1c(NC(=O)C2CC(=O)NN2Cc2ccccc2)sc(C)c1C (stereo unspecified)	1%
10	Cc1cc(C)cc(NC(=O)C2CCCN(c3nc(C)cc(C)n3)C2)c1 (stereo unspecified)	-11%
11	O=C(Cn1c(-c2cscn2)nc2ccccc21)Nc1ccc2ccccc2c1	-10%
12	COc1cccc(C2CC(=O)N3CN(c4cccc(Cl)c4C)CSC3=C2C#N)c1OC (stereo unspecified)	7%
13	Brc1cccc(-c2nnc3sc(CN4CCC5(CC4)OCCO5)cn23)c1	-9%
14	COC(=O)NNC(=O)c1cccc(C)c1	10%
15	Cc1cccc(OCc2nc(C#N)c(NCc3ccc4c(c3)OCO4)o2)c1	4%
16	Cc1ccc(C)c(-n2nnnc2SCC(=O)Nc2c(C)n(C)n(-c3ccccc3)c2=O)c1	-11%
17	CC1=C(C(=O)Nc2cc(Cl)ccc2C)C(c2ccccc2Cl)NC(=S)N1 (stereo unspecified)	-14%
18	O=C(Cc1csc(Nc2nc(=S)[nH]c3ccccc23)n1)NCc1ccc(Cl)cc1	-7%
19	O=C(COc1ccc(Cl)cc1)NCCC1=CCCCC1	-8%
20	Cc1[nH]c2ccccc2c1C(=O)CN1CCC(C(N)=O)(N2CCCCC2)CC1	-12%
21	O=P1(C(Nc2ccc(O)cc2)c2ccc(Br)cc2)OCCCO1 (stereo unspecified)	-6%
22	COc1cc(OC)c(-c2nn3c(-c4ccncc4)nnc3s2)cc1OC	-6%
23	CC1=NN(c2ccccc2)C(=O)C1C(=O)c1ccc(Cl)cc1 (stereo unspecified)	-12%
24	COc1cccc(-c2cc(C(F)(F)F)nc(-n3cncn3)n2)c1	2%
25	CNC(=S)NNC(=O)COc1ccccc1C	2%
26	Cn1c(=O)cc(OCCCC(=O)NCc2ccc3c(c2)OCO3)c2ccccc21	-2%
27	COc1cccc(C2NC(=O)NC(O)(C(F)(F)F)C2C(=O)c2cccnc2)c1OC (stereo unspecified)	-4%
28	C=CCNC(=O)c1ccc2nc(-c3ccccc3)c(-c3ccccc3)nc2c1	-24%
29	COC(=O)CN(c1ccccc1C)S(C)(=O)=O	-15%
30	COc1cc(/C=C2/SC(=S)N(c3c(C)n(C)n(-c4ccccc4)c3=O)C2=O)c([N+](=O)[O-])cc1OC	0%

(further entries)
No.	molecule	EphA4 KYL inhibition
31	Cc1ccc2nc(NC(=O)c3ccc(Cl)s3)sc2c1	-2%
32	COc1cc(/C=C2/C(=N)N3OC(C)=CC3=NC2=O)ccc1OCCOc1ccc(C)cc1	-10%
33	O=C(O)CCCCCNCc1ccncc1	-10%
34	CC1Cc2ccccc2N1C(=O)CSc1nnc(Cn2nnc3ccccc32)n1C (stereo unspecified)	12%
35	CCC(C)Nc1c([N+](=O)[O-])cc(C)cc1[N+](=O)[O-] (stereo unspecified)	-12%
36	CC(=O)NC(CCS(C)(=O)=O)C(=O)Nc1ccc(F)cc1Cl (stereo unspecified)	-8%
37	CCOC(=O)Oc1ccc2c(=O)c(-c3ccccc3OC)coc2c1	6%
38	CCN(CC)CC(=O)Nc1c(C)cc(C(C)(C)C)cc1C	6%
39	CC(C)CCc1c(O)nc(SCCN2CCOCC2)n(-c2ccccc2)c1=O	-5%
40	COc1ccc(-c2nnc(SCC(=O)Nc3cc(F)ccc3C)o2)cc1	7%
41	CC1(C)CC(=O)c2cc(C(=O)N3CCCC(C)(C)C3)c(=O)n(-c3ccccc3)c2C1	-7%
42	O=C(Nc1nnc(C2CC2)s1)c1ccccn1	7%
43	O=C(CSc1nnnn1-c1ccc2c(c1)CCC2)Nc1ccc2c(c1)OCCO2	-18%
44	O=C(NCc1ccccc1)C12CN(Cc3ccccc3)CC1C(c1ccc([N+](=O)[O-])cc1)=NO2 (stereo unspecified)	-3%
45	Cc1cccc(OCc2nc(C#N)c(N3CC(C)CC(C)C3)o2)c1 (stereo unspecified)	24%
46	O=C1CC(N2CCOCC2)C(=O)N1CCc1ccccc1 (stereo unspecified)	-18%
47	O=C(Nc1ccc(Cl)c(NC(=O)c2ccc(Cl)cc2Cl)c1)c1cccs1	-12%
48	COC(=O)Cc1c[nH]c2ccc(OCC(O)CNC(C)C)cc12 (stereo unspecified)	-4%
49	Cc1ccc(C)c(S(=O)(=O)N2CCN(CC(=O)N3CCc4ccccc4C3)CC2)c1	-6%
50	CC1CC1C(=O)OCc1cc(=O)n2cc(Br)ccc2n1 (stereo unspecified)	-11%
51	C(=C\c1ccco1)/C=N/n1cnnc1	1%
52	c1ccc2c(c1)ncn2Cc1nnc2sc(-c3ccc4c(c3)OCO4)nn12	-9%
53	CCOc1ccc(NC(=O)C2=C(C)C(=O)OC23CCC(C)CC3)cc1 (stereo unspecified)	0%
54	COc1cccc(CN(Cc2cccnc2)S(=O)(=O)c2ccc(-n3cnnn3)c(C)c2)c1	5%
55	CCCc1cc(Nc2cccc(OCC)c2)n2ncnc2n1	-26%
56	O=C(CNC(=O)c1ccco1)OCC(=O)c1ccc2ccccc2c1	-1%
57	Clc1ccc(Oc2cnc3ccccc3n2)cc1	-2%
58	Cc1cc(C(=O)OCC(=O)NCCCN2CCCC2=O)c2ccccc2n1	-3%
59	Cc1ccccc1NC(=O)Cn1cnc2c1c(=O)n(C)c(=O)n2C	-12%
60	O=C(Oc1cccc(/C=N/Nc2nc(N3CCOCC3)nc(N3CCOCC3)n2)c1)c1ccco1	-12%

(more compounds)
No.	molecule	EphA4 KYL inhibition
61	O=C(CN1CCN(C(=O)c2ccco2)CC1)Nc1ccc2c(c1)OCCO2	-5%
62	CCOC(=O)c1ccc(N2NC(=O)/C(=C/c3ccc(O)cc3)C2=O)cc1	11%
63	Cc1cc(=O)oc(C)c1C(=O)Nc1cccc2nonc12	-3%
64	COc1cccc(C2(O)CCN(C(=O)Cc3cccnc3)CC2)c1	-2%
65	O=C1CC(c2cccc(F)c2)SC(N(c2ccccc2)c2ccccc2)=N1 (stereo unspecified)	-8%
66	C=CCn1c(SCC(=O)Nc2cc(C)cc(C)c2)nnc1-c1cnccn1	-15%
67	O=C(CCOc1ccccc1)Nc1ccccc1	-8%
68	CCOC(=O)C(C)n1cnc2c(nnn2-c2ccc(C)cc2)c1=O (stereo unspecified)	-10%
69	Cc1nnc(SCC(=O)N2CC(=O)Nc3ccccc32)n1C	-3%
70	COc1ccc(S(=O)(=O)N(CC(=O)Nc2cccc(C(C)=O)c2)c2ccc(C)cc2)cc1OC	8%
71	O=C(OCc1cccc(F)c1)c1ccc2c(c1)-c1ccccc1C2=O	7%
72	CC1CCCCN1C(=O)N[C@@H](Cc1ccccc1)C(=O)O (stereo partly specified)	-20%
73	COc1ccc(Nc2ncccc2C(=O)Nc2ccccc2)cc1	13%
74	O=C1NN(c2ccc(Cl)c(Cl)c2)C(=O)/C1=C/c1ccc(Cl)c([N+](=O)[O-])c1	9%
75	CCn1nnc(NC(=O)C(C)Oc2ccc(Cl)cc2Cl)n1 (stereo unspecified)	10%
76	CCCn1nc(NC(=O)c2ccncc2)c2cc3ccccc3nc21	4%
77	O=c1c2ccccc2nc(N2CCN(c3ccccc3)CC2)n1Cc1ccccc1	-10%
78	CCOC(=O)C1CCN(C(=O)C(c2ccccc2)c2ccccc2)CC1	3%
79	Brc1ccc(-c2ncc(-c3ccccc3)cn2)cc1	3%
80	CC(C)CCn1cnc2c(c1=O)c1nc3ccccc3nc1n2Cc1ccc2c(c1)OCO2	3%
81	Cc1noc(C)c1CSc1nc2sc3c(c2c(=O)n1C)CCCC3	-4%
82	COc1cc(C)ccc1OCCOc1ccccc1Cl	-11%
83	O=C(NCc1ccc(F)cc1)c1cnc2n(c1=O)CCS2	-39%
84	O=C(CCN(CCO)Cc1ccccc1)Nc1ccc(Br)cc1	-7%
85	N#Cc1c2c(c(=S)n(-c3ccccc3)c1N)CCCC2	9%
86	O=C(c1coc2ccc(O)c(CN3CCOCC3)c12)C1CC1	-6%
87	O=c1c(/C=N/O)c(Nc2ccccc2)nc2ccccn12	4%
88	CCOC(=O)Cc1csc(NC(=O)c2ccc(OC)c(OC)c2)n1	-15%
89	CCc1nnc(NC(=O)C(C)N2C(=O)C3C4C=CC(C4)C3C2=O)s1 (stereo unspecified)	-2%
90	Cc1onc(-c2ccccc2)c1C(=O)Nc1sc2c(c1C(N)=O)CCC2	-8%

Copied from the list.
compound 61 in EphA4 KYL inhibition reads -5%
compound 81 in EphA4 KYL inhibition reads -4%
compound 88 in EphA4 KYL inhibition reads -15%

(continued)
No.	molecule	EphA4 KYL inhibition
91	COc1ccc(-c2nnnn2C)cc1S(=O)(=O)Nc1cccc(C(F)(F)F)c1	7%
92	O=C(/C=C/c1ccccc1)N/C(=C/c1ccccc1)C(=O)Nc1ccccc1O	-5%
93	COc1cc2c(cc1OC)C1=C(C#N)CN(CC(=O)O)CN1CC2	0%
94	CCN=C(NCC)SC1CC(=O)N(c2cccc(OC)c2)C1=O (stereo unspecified)	-7%
95	CC#CCNCc1ccccc1	-5%
96	O=C1CN(C(=O)CCN2CCOCC2)C(c2ccccc2)c2cc(Br)ccc2N1 (stereo unspecified)	-8%
97	Cc1ccc(-c2noc(-c3ccccc3C(=O)N3CCCC3)n2)cc1	-1%
98	CCOC(=O)COc1ccc(/C=C2\C(=O)NN(c3ccc(Cl)c(Cl)c3)C2=O)cc1OC	7%
99	CCNC(=O)CSc1nc2cc(OC)c(OC)cc2c(=O)n1CCC1=CCCCC1	6%
100	COC(=O)c1ccccc1NC(=O)CSc1nnc(C(C)NC(=O)c2ccc(Cl)cc2Cl)n1C (stereo unspecified)	-6%
101	O=C(Nc1ccc(Br)cc1)C1CCCN1S(=O)(=O)c1cccs1 (stereo unspecified)	8%
102	CCOC(=O)C(=O)/C(C#N)=C/Nc1ccccc1	-2%
103	CCSc1nnc([C@@H]2CCCN2C(=O)OC(C)(C)C)o1	-5%
104	Cc1cccc(N(CC(=O)N2CCOCC2)S(C)(=O)=O)c1	0%
105	Fc1cccc(Cl)c1-c1nnc2ccc(N3CCOCC3)nn12	-3%
106	O=C(NCC1CC1)C1CCCN(S(=O)(=O)c2ccc(-n3cnnn3)cc2)C1 (stereo unspecified)	1%
107	COc1cc(NC(=O)C2CC2)c(C(=O)O)cc1OC	3%
108	O=C(Nc1ccccc1)N1CCC(c2ccccc2)C1 (stereo unspecified)	-4%
109	Cc1cc(C)cc(SCc2noc(C(=O)NC(C)C)c2C(=O)O)c1	-8%
110	CCC(=O)Nc1ccc(NC(=O)CSc2nnc(C(C)C)n2C)cc1	-5%
111	O=C(CSc1nc2ccccc2c(=O)n1Cc1ccccc1)NCc1ccco1	-4%
112	Cc1ccc2nc(-c3ccc(N)cc3)oc2c1	8%
113	O=C(c1cccc(C(=O)N2CCN(c3ccc(F)cc3)CC2)c1)N1CCN(c2ccc(F)cc2)CC1	-2%
114	CCCCN(C)CCNC(=O)Cn1c(=O)sc2ccccc21	-8%
115	Cc1cc(NC(=O)CSc2ccc3nnc(-c4ccc(F)cc4)n3n2)no1	-11%
116	CCOC(=O)Cn1c2c(c(=N)c3c1CCC3)CCC2	-9%
117	COc1cccc(C2=NOC(C(=O)Nc3cccc(C(C)=O)c3)C2)c1 (stereo unspecified)	-5%
118	CCN(CC)S(=O)(=O)N1CCC(C(=O)NC(C)CCc2ccccc2)CC1 (stereo unspecified)	-5%
119	CCCC(=O)NS(=O)(=O)c1ccc(NC(=O)c2ccccc2)cc1	4%
120	Cc1ccc(OCCNC(=O)c2cccc3ccccc23)cc1C	3%

Ordered by formula weight (rising): some entries from above
No.	molecule	EphA4 KYL inhibition
112	Cc1ccc2nc(-c3ccc(N)cc3)oc2c1	8%
102	CCOC(=O)C(=O)/C(C#N)=C/Nc1ccccc1	-2%
107	COc1cc(NC(=O)C2CC2)c(C(=O)O)cc1OC	3%
104	Cc1cccc(N(CC(=O)N2CCOCC2)S(C)(=O)=O)c1	0%
92	O=C(/C=C/c1ccccc1)N/C(=C/c1ccccc1)C(=O)Nc1ccccc1O	-5%
101	O=C(Nc1ccc(Br)cc1)C1CCCN1S(=O)(=O)c1cccs1 (stereo unspecified)	8%

The listing picks up, repeating the 5 entries before the break.
No.	molecule	EphA4 KYL inhibition
116	CCOC(=O)Cn1c2c(c(=N)c3c1CCC3)CCC2	-9%
117	COc1cccc(C2=NOC(C(=O)Nc3cccc(C(C)=O)c3)C2)c1 (stereo unspecified)	-5%
118	CCN(CC)S(=O)(=O)N1CCC(C(=O)NC(C)CCc2ccccc2)CC1 (stereo unspecified)	-5%
119	CCCC(=O)NS(=O)(=O)c1ccc(NC(=O)c2ccccc2)cc1	4%
120	Cc1ccc(OCCNC(=O)c2cccc3ccccc23)cc1C	3%
121	Cc1ccnc(N2C(=O)C3C4CC(C(Br)C4Br)C3C2=O)c1 (stereo unspecified)	-18%
122	Cc1cccc(NC(=O)CSC(N)=O)c1C	-4%
123	CCOC(=O)/C(=N\O)C1=NC(C)(C)C(C)c2ccccc21 (stereo unspecified)	1%
124	O=C(COc1cccc2cccnc12)Nc1nccs1	0%

High-throughput results: PubChem BioAssay, Sanford-Burnham Center for Chemical Genomics
